CHO-K1 Ca PAM = nonselective calcium activators in parental CHO-K1 cells, primary screen, counter-screen for M1 PAM project, cell-based, Fluo-8 calcium fluorescence, full deck, 1536-well; ATP EC20; 0% at ATP EC20, 100% at ATP max; activation, % at 3 µM; 360,000 compounds, 0.02% hits; AID 602247, 2012;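 active = activation above the run cutoff, the mean activation of all test compounds plus 3 SD, cut at about 40% in these data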;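 note: peak over basal fluorescence ratio in a 140 s read after ATP addition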
CHO parental Ca = ATP-evoked calcium signal inhibitors, parental CHO, primary screen, counter-screen for OX1R antagonist project, cell-based, fluorescence, Fluo-8 calcium dye | 330,000 compounds, 0.63% hits | AID 463079, 2010 | inhibition, % at 5.6 µM | parental CHO-K1, ATP-induced calcium, Fluo-8 fluorescence;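 active = inhibition above that plate's mean sample inhibition plus 3 SD, cut at about 26% in these data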;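 note: 0% = ATP-challenged DMSO wells and 100% = DMSO wells without ATP; some compounds past the cut are filed as inactive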
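Assay system – parental CHO cells · Reagent – ATP stimulus · Detection – intracellular calcium via Fluo-8 no-wash fluorescent dye · Evaluation – percent inhibition of ATP-evoked calcium rise, normalized to controls · Controls – ATP wells versus no-ATP DMSO wells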
CHO-K1 Ca antag = M1 antagonist counterscreen hit in parental CHO-K1 cells; ATP-induced calcium, Fluo-8 fluorescence; inhibition, % at 3 µM; 360,000 compounds, 0.6% hits; AID 602250;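 active = inhibition above a per-plate cutoff, the plate's mean sample inhibition plus 3 SD, cut at about 24% in these data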;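 note: 0% = DMSO plus EC80 ATP and 100% = DMSO alone without ATP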
TAAR1 antagonist = human TAAR1 antagonists, primary screen, Fluo-8 calcium fluorescence, CHO RD-HGA16 cells; Trace amine-associated receptor 1 (Homo sapiens), Q96RJ0; antagonist; inhibition, % at 3 µM; 360,000 compounds, 1.5% hits;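 active = inhibition above a per-plate cutoff, the mean inhibition of test compounds on that plate plus 3 SD, cut at about 49% in these data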;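 note: 0% = DMSO plus EC80 beta-PEA response and 100% = DMSO alone without agonist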
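System: CHO RD-HGA16 cells bearing hTAAR1. Reagent: EC80 β-phenethylamine stimulus. Schedule: seeding 17-24 h prior, 75-min 37 °C, 30-min RT dye loading. Signal: Fluo-8 intracellular calcium dye fluorescence, real-time kinetic reads. Read-out: % inhibition from peak post-agonist over basal fluorescence ratio. Benchmarks: vehicle wells and EC80 agonist wells. Replicates: n of 1.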
TAAR1 agonist = human TAAR1 agonists, primary screen, Fluo-8 calcium fluorescence, CHO RD-HGA16 cells; 360,000 compounds, 0.99% hits; activation, % at 3 µM; vehicle wells 0%, saturating PEA agonist 100%; Trace amine-associated receptor 1 (Homo sapiens), Q96RJ0; AID 624467, 2012;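 active = activation above the mean activation of all test compounds in the run plus 3 SD, cut at about 38% in these data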
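test system = CHO RD-HGA16 cells carrying human TAAR1 plus Gα16 | schedule = 17-24 h seeding, 75 min 37 °C dye, 30 min RT | compound dosing = 3 µM single concentration | control set = DMSO and PEA EC100 | replicates = n 1 | signal = Fluo-8 fluorescence, 5 s baseline then 140 s kinetic read | measure = percent activation vs PEA EC100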
M1 ag parental = counter-screen for M1 agonists: effect in parental CHO-K1 cells. Fluo-8 calcium fluorescence; scaled to maximal ATP response, vehicle zero. 360,000 compounds, 0.48% hits. AID 602248, 2012. activation, % at 3 µM; in the data active = activation above about 15%;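 note: untransfected CHO-K1 host cells lacking M1 receptor as counterscreen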
OXTR potentiator = human OXTR potentiators, primary screen, fluorescence, CHO-OTR cells, Fluo-8 calcium. activation, % at 3 µM. AID 2445, 2010. Oxytocin receptor (Homo sapiens), P30559. 320,000 compounds, 0.061% hits. Fluo-8 calcium fluorescence, potentiator mode; 0% = oxytocin EC15, 100% = EC100;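 active = activation above that plate's cutoff, the mean activation of tested compounds plus 3 SD, cut at about 6.6% in these data, passing the limit was not always enough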;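 note: 100% uses oxytocin at 75 nM as the full agonist control; some results filed as inactive read as strong as hits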
Target sequence (P30559 whole entry, looked up): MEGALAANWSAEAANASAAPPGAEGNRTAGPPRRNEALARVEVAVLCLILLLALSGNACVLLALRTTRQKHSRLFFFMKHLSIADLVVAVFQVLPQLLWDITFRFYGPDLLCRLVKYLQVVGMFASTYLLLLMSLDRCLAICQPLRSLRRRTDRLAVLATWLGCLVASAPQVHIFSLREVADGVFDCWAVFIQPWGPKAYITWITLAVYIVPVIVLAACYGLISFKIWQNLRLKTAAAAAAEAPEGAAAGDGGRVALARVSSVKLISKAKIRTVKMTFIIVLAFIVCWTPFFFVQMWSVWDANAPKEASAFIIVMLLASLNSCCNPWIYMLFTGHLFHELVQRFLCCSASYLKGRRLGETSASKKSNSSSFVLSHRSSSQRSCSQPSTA
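test system = CHO-OTR cells, human receptor | compound = single-point 3.0 µM | schedule = 6 min compound pre-incubation at room temperature, 100 s kinetic read | signal = Fluo-8 no-wash calcium dye fluorescence, excitation 470-495 nm, emission 515-575 nm | repeats = single well per compound, singlicate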
V1aR counter = agonists of human V1a receptor, primary screen, counter-screen for OXTR agonist project, fluorescence, CHO-V1R cells; Fluo-8 calcium fluorescence, agonist mode; 0% DMSO, 100% 3 nM vasopressin; activation, % at 3 µM; 320,000 compounds, 0.25% hits; AID 2797, 2010;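 active = activation above the mean activation of all tested compounds plus 3 SD, per screening run, cut at about 20% in these data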;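 note: signal is peak over basal fluorescence ratio across a 100 second FLIPR read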
CHRM1 agonist = human M1 muscarinic receptor agonists, primary screen, Fluo-8 calcium fluorescence, CHO-K1 cells, HTS; Muscarinic acetylcholine receptor M1 (Homo sapiens), P11229; CHO-K1 hM1, agonist mode; 0% DMSO, 100% acetylcholine EC100; activation, % at 3 µM; 360,000 compounds, 0.33% hits; AID 588814, 2011;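 active = activation above the run's mean compound activation plus 3 SD, cut at about 16% in these data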;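 note: peak over basal fluorescence ratio within a 140 s kinetic read after compound addition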
Target sequence (P11229 whole entry, looked up): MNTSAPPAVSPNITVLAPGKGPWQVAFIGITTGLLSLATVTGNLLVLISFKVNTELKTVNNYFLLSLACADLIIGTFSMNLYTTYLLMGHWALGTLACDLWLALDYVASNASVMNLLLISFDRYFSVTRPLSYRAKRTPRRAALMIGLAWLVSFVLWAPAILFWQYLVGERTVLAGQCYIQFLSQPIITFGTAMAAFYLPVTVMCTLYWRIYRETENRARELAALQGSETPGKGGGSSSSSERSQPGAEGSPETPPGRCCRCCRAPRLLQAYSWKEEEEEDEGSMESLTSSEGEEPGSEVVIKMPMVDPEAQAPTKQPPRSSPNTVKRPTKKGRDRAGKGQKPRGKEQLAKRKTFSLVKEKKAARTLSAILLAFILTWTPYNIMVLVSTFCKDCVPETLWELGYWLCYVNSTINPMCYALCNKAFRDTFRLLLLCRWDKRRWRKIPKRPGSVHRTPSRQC
Starred values were filed as active, the others as inactive; x = not tested or not shown. Random draw from the library; any-hit rate near 3.3%.

SMILES | CHO-K1 Ca PAM | CHO parental Ca | CHO-K1 Ca antag | TAAR1 antagonist | TAAR1 agonist | M1 ag parental | OXTR potentiator | V1aR counter | CHRM1 agonist
COCCc1ncc(CN2CCC(C(=O)Nc3ccc(-n4cccn4)cc3)CC2)cn1 | 0 | x | -7 | -4 | 0 | 0.9 | x | x | -4
Nc1nnc(C(c2ccccc2)c2ccccc2)s1 | 16 | -14 | -5 | -14 | 9 | -0.1 | 3 | 0.3 | -3
CCc1cccc(NS(=O)(=O)c2ccc3c(c2)n(C)c(=O)n3C)c1 | -19 | 5 | 21 | -1 | 16 | 13 | -20 | 14 | 0
Cc1cc(C)nc(NC(=S)Nc2ccc(F)cc2F)c1 | 9 | -9 | -7 | 0 | 3 | -0.2 | -1 | 0.5 | -4
O=C(Nc1ccccc1C1CC1)c1cccs1 | -5 | -5 | 6 | -15 | 13 | 0.1 | 0 | -1.0 | -3
Nc1ccc(-c2nc3cc(N)ccc3n2CCO)cc1 | 18 | -8 | -2 | -4 | 0 | 0.9 | 2 | -0.2 | -2
CN1C(=O)C(O)(CC(=O)c2ccccn2)c2cc(Br)ccc21 (centres undefined) | 16 | -9 | -10 | -20 | 2 | 0.1 | -1 | 0.1 | 2
C[C@@H]1O[C@@H](OC[C@H]2O[C@@H](Oc3cc(O)c4c(=O)cc(-c5ccc(O)c(O)c5)oc4c3)[C@H](O)[C@@H](O)[C@@H]2O)[C@H](O)[C@H](O)[C@H]1O | 5 | 1 | -6 | x | x | 0.4 | 7 | 1.1 | 0
Cc1cc(Cl)ccc1OCCCC(=O)N1CCCc2ccccc21 | 23 | -23 | -22 | 13 | -2 | 1.0 | -12 | 1.5 | -2
Cc1cc(C)cc(N(C(=O)CCC(=O)Nc2cc(C)on2)C(C(=O)NC2CCCC2)c2ccco2)c1 (centres undefined) | 6 | -24 | 6 | 7 | 2 | 1.2 | -4 | -0.4 | -3
O=C(CSc1ncccn1)Nc1ccc2[nH]c(=O)[nH]c2c1 | -11 | -13 | 9 | -30 | 2 | 0.7 | 2 | 0.3 | -4
CC(C)CC(N)c1csc(NC(=O)Nc2ccccc2Cc2ccccc2)n1 (centres undefined) | -8 | x | 12 | 20 | 26 | 1.3 | x | x | -2
COc1cc(NS(=O)(=O)c2ccc(C)c(C)c2)c(OC)cc1Cl | 14 | -12 | 0 | 16 | 16 | 0.9 | -6 | 0.0 | -3
CC(C)(C)OC(=O)N[C@@H](Cc1ccccc1)C(=O)N[C@@H](CO)[C@H](O)[C@@H]1C[C@@H]1C(=O)NC1CCCCC1 | -2 | -7 | -16 | -5 | 3 | 0.5 | -1 | 0.8 | 0
C=CCn1c(C)nnc1SCC(=O)NC1CC1 | -1 | -4 | 4 | -1 | 1 | 0.3 | -3 | 0.5 | -3
O=C(c1cccc(C(F)(F)F)c1)C1CCCN(C(=O)/C=C/c2cnc[nH]2)C1 (centres undefined) | 15 | x | -12 | -6 | 1 | 2.1 | x | x | -6
CCOC(=O)c1cc(-c2csc(COc3ccccc3Cl)n2)on1 | 4 | 12 | -10 | 3 | 2 | 0.3 | -8 | -0.9 | -4
COc1cc(C2NC(=O)C(C#N)=C(S)N2c2ccccc2)ccc1OC(C)C (centres undefined) | 15 | -5 | -8 | -13 | 7 | 0.5 | -4 | 1.2 | -3
NS(=O)(=O)c1ccc(NC(=S)N2CCN(S(=O)(=O)c3ccc(F)cc3)CC2)cc1 | x | 13 | x | -3 | 0 | x | -4 | 0.1 | x
Cc1ccc(OC2CCN(C(=O)C3CCC(=O)N(C4CC4)C3)CC2)cc1 (centres undefined) | 4 | -16 | -1 | -10 | -1 | 3.9 | 0 | 0.8 | -2
CC(C)(C)NC(=O)COC(=O)c1ccc(S(=O)(=O)N2CCCC2)cc1 | 1 | -9 | -4 | -25 | 1 | 0.9 | -3 | 0.1 | -5
O=C(Nc1nnc(-c2ccco2)o1)c1cccc2ccccc12 | -7 | -7 | 23 | 2 | 1 | 0.0 | 0 | 0.0 | -4
COc1cc(OC)cc(C(=O)NC(=S)Nc2ccc(N3CCCC3)cc2)c1 | 16 | -20 | -10 | -2 | 0 | 0.1 | -1 | -0.1 | -12
O=C(Nc1cccc(Cl)c1)c1cnccn1 | -5 | -21 | -7 | -14 | 3 | 0.9 | -2 | 1.1 | 1
Cn1cnc2c(N/N=C/c3cccs3)ncnc21 | 1 | -15 | -1 | -32 | -2 | -0.1 | 1 | -0.5 | -6
CCc1ccc(OCC(=O)NNC(=S)NC(=O)C2CC2)c(Br)c1 | -2 | x | -9 | 9 | 40* | 1.0 | x | x | -2
O=C(Nc1ccc2c(c1)OCO2)C(c1ccccc1)N1CCN(C(=O)c2ccco2)CC1 (centres undefined) | 18 | -13 | -16 | 10 | 16 | 0.4 | -19 | 0.4 | 0
Cc1ccc(-n2c(=O)c3sccc3n(CC(=O)N3CCCC3)c2=O)cc1 | 22 | -12 | -19 | 20 | 1 | 0.2 | -2 | -0.1 | -2
Cc1ccc(NC(=O)CCN2C(=O)c3ccccc3C2=O)cc1 | -14 | -3 | 5 | -10 | 16 | 0.0 | 0 | 0.0 | 2
Cc1ccc2nc(SCC(=O)NC3CCCCC3)nc(=O)n2c1 | 3 | -13 | 9 | -23 | 2 | 1.5 | -5 | -0.6 | -2
CN1CCn2cnc(C(=O)Nc3ccc(CNC(=O)OC(C)(C)C)cc3)c2C1=O | -6 | x | 6 | 21 | 0 | 0.0 | x | x | 1
O=C(c1cccnc1)N1CCCc2ccccc21 | 1 | -11 | -14 | 12 | 2 | 0.4 | 5 | -1.0 | -3
CN(Cc1ccc(Cl)cc1Cl)C(=O)Cc1ccc(S(=O)(=O)N2CCOCC2)s1 | 15 | x | -10 | 10 | 5 | 4.5 | x | x | -5
CNS(=O)(=O)c1cn(CC(=O)NCc2ccc(OC)cc2)cc1S(=O)(=O)NC | 10 | 0 | -6 | 2 | 1 | 0.3 | -5 | -0.6 | -5
CC(=O)C1=C(C)OC(N)=C(C#N)C1c1cccnc1 (centres undefined) | 12 | -4 | -12 | -18 | 10 | 0.4 | -6 | 0.6 | 0
COc1ccc(/C=N/NC(=O)c2ccoc2C)cc1COc1c(C)cccc1C | 9 | 74* | 6 | 68* | 6 | 2.9 | -17 | 3.1 | -3
Cc1ccc2nc(C)cc(Nc3ccc([N+](=O)[O-])cc3)c2c1 | 9 | 3 | -6 | 8 | 9 | -0.1 | -13 | 1.5 | -9
COc1ccc(C(=O)N=C2SC3CS(=O)(=O)CC3N2c2ccccc2)cc1OC (centres undefined) | 5 | -2 | -7 | -28 | 14 | 1.2 | -4 | 0.6 | 0
CC(C)CCCC(C)NC(=O)c1cc(S(=O)(=O)N2CCCCC2)ccc1N1CCOCC1 (centres undefined) | 18 | -30 | -1 | -11 | -2 | 0.4 | 0 | -0.9 | -4
CSc1nc(NC(C)C)nc(N2CCOCC2)n1 | 18 | -10 | -13 | 1 | 6 | 0.2 | -1 | 0.3 | -1
O=S(=O)(NCCN1CCOCC1)c1cc(Cl)c(Cl)cc1Cl | -7 | -2 | -5 | -3 | 3 | 2.3 | -4 | 1.8 | -7
CC1(C(=O)O)CCC(C(=O)Nc2ccc3ccccc3c2)C1(C)C (centres undefined) | -4 | -8 | -2 | 13 | 9 | 0.1 | 3 | -0.8 | -3
Cc1cc(NC(=O)CSc2nnc(NCc3ccco3)s2)no1 | 15 | -8 | -9 | -11 | 10 | -0.8 | -6 | -0.3 | -5
O=[N+]([O-])c1ccccc1/C=N/n1c(COc2ccccc2)n[nH]c1=S | 1 | -16 | 11 | -8 | 5 | 0.4 | -2 | 1.0 | -1
COc1ccc(C(CNC(=O)c2cc(S(=O)(=O)Nc3cccc(C)c3)ccc2C)N2CCCC2)cc1 (centres undefined) | -10 | x | 3 | 4 | 24 | 2.8 | x | x | 0
O=C1c2cccc3cccc(c23)C(=O)N1OS(=O)(=O)c1ccc(Cl)cc1 | 14 | -22 | -14 | -12 | 3 | 7.5 | -4 | -0.1 | -6

Molecules shown so far that contain an aryl methoxy group, in the order listed:
SMILES | CHO-K1 Ca PAM | CHO parental Ca | CHO-K1 Ca antag | TAAR1 antagonist | TAAR1 agonist | M1 ag parental | OXTR potentiator | V1aR counter | CHRM1 agonist
COc1cc(NS(=O)(=O)c2ccc(C)c(C)c2)c(OC)cc1Cl | 14 | -12 | 0 | 16 | 16 | 0.9 | -6 | 0.0 | -3
COc1cc(C2NC(=O)C(C#N)=C(S)N2c2ccccc2)ccc1OC(C)C (centres undefined) | 15 | -5 | -8 | -13 | 7 | 0.5 | -4 | 1.2 | -3
COc1cc(OC)cc(C(=O)NC(=S)Nc2ccc(N3CCCC3)cc2)c1 | 16 | -20 | -10 | -2 | 0 | 0.1 | -1 | -0.1 | -12
CNS(=O)(=O)c1cn(CC(=O)NCc2ccc(OC)cc2)cc1S(=O)(=O)NC | 10 | 0 | -6 | 2 | 1 | 0.3 | -5 | -0.6 | -5
COc1ccc(/C=N/NC(=O)c2ccoc2C)cc1COc1c(C)cccc1C | 9 | 74* | 6 | 68* | 6 | 2.9 | -17 | 3.1 | -3
COc1ccc(C(=O)N=C2SC3CS(=O)(=O)CC3N2c2ccccc2)cc1OC (centres undefined) | 5 | -2 | -7 | -28 | 14 | 1.2 | -4 | 0.6 | 0
COc1ccc(C(CNC(=O)c2cc(S(=O)(=O)Nc3cccc(C)c3)ccc2C)N2CCCC2)cc1 (centres undefined) | -10 | x | 3 | 4 | 24 | 2.8 | x | x | 0
